Bioassay records: PubChem, The Scripps Research Institute Molecular Screening Center
PAFAH1B3 inh: inhibitors of human PAFAH1B3; Q15102; recombinant PAFAH1B3, FP-rhodamine probe, fluorescence polarization; inhibition, % at 3.39 µM; 340,000 compounds, 0.28% hits; AID 492972;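 active = inhibition above the screen-wide average of all tested compounds plus 3 SD, cut at about 25% in these data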;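 note: 0% = enzyme with DMSO only and 100% = wells lacking PAFAH1B3 protein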
PAD4 inh: inhibitors of human PAD4 | Q9UM07 | recombinant PAD4, RCA probe fluorescence polarization | inhibition, % at 6.36 µM | 330,000 compounds, 0.41% hits | AID 485272;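 active = percent inhibition above a cutoff equal to the mean of all tested compounds plus 3 SD, cut at about 15% in these data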;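 note: 0% = PAD4 with RCA probe and DMSO and 100% = probe without PAD4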
Target sequence (Q9UM07 whole entry, looked up): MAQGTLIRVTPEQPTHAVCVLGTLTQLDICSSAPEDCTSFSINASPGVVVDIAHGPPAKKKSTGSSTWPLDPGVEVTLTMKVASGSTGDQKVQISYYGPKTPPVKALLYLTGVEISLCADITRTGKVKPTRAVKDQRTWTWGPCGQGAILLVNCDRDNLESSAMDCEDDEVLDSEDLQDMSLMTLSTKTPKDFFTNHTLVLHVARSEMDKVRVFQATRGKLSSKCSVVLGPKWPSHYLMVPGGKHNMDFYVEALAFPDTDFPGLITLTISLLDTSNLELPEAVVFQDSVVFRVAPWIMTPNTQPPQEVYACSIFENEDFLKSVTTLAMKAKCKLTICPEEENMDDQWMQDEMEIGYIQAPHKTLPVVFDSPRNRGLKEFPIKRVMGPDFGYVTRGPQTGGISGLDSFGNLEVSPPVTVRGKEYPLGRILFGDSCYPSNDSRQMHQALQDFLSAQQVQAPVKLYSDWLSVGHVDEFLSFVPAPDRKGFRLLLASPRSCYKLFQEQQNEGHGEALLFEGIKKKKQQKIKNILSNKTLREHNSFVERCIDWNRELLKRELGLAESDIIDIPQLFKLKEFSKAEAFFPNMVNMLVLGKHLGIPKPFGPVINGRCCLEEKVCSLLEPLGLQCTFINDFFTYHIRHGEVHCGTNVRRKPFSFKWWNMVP
PAFAH1B2 inh: blocks human PAF acetylhydrolase 1b catalytic subunit 2 | inhibition, % at 3.39 µM | P68402 | AID 492953 | recombinant PAFAH1B2, FP-rhodamine activity probe, fluorescence polarization | 340,000 compounds, 1.2% hits;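 active = inhibition above the mean of all tested compounds plus 3 SD, cut at about 24% in these data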;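 note: 0% = enzyme with DMSO and 100% = wells lacking PAFAH1B2; many of its hits are not listed in these tables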
pPAFAH inh: inhibitors of human plasma PAF acetylhydrolase (pPAFAH); Q13093; recombinant pPAFAH, FP-rhodamine probe fluorescence polarization; inhibition, % at 3.39 µM; 330,000 compounds, 1.5% hits; AID 463082;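 active = inhibition above the mean inhibition across the screen plus 3 SD, cut at about 25% in these data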;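 note: inhibitors block binding of the rhodamine activity-based probe so polarization drops; 0% = enzyme with DMSO and 100% = wells lacking pPAFAH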
GSTO1 counter: counter-screen for RBBP9 inhibitors: inhibitors of human GSTO1. recombinant GSTO1, activity-based probe fluorescence polarization. inhibition, % at 5.96 µM. 300,000 compounds, 1.1% hits. AID 1974;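 active = inhibition above the campaign mean inhibition plus 3 SD, cut at about 35% in these data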;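 note: 0% = GSTO1-1 with DMSO and 100% = wells lacking GSTO1-1 enzyme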
PREPL inhibitor: inhibits the human prolyl oligopeptidase-like enzyme | Q4J6C6 | recombinant PREPL, fluorescence polarization activity-based probe | inhibition, % at 5.96 µM | 320,000 compounds, 0.68% hits; in the data active = inhibition above about 43%;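 note: 0% = enzyme with DMSO and 100% = wells lacking enzyme; many of its hits are not listed in these tables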
LYPLA1 counter: counter-screen for PME1 inhibitors: inhibitors of human LYPLA1; O75608; recombinant LYPLA1, FP-Rh probe fluorescence polarization; inhibition, % at 5.9 µM; 320,000 compounds, 0.16% hits; AID 2174;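 active = inhibition above the mean of all tested compounds plus 3 SD, set per campaign, cut at about 14% in these data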;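 note: inhibitors block serine hydrolase probe labeling of LYPLA1 so polarization falls; 0% = enzyme with DMSO and 100% = wells lacking LYPLA1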
Target sequence (O75608 whole entry, looked up): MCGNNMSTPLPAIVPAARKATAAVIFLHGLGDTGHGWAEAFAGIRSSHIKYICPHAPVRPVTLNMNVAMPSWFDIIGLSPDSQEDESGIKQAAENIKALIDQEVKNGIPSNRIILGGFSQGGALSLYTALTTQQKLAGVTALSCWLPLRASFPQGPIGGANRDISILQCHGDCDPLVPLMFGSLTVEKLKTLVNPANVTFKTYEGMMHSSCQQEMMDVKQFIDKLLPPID
PME-1 inh: PME-1 (human) inhibition. Q9Y570. recombinant PME-1, FP-Rh probe fluorescence polarization. inhibition, % at 5.9 µM. 320,000 compounds, 0.53% hits. AID 2130;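 active = inhibition above the campaign mean of all compounds plus 3 SD, cut at about 26% in these data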;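 note: competitive labeling of PME-1 active site by serine hydrolase directed probe; 0% = PME-1 with DMSO and 100% = wells lacking PME-1 enzyme; inhibitors block probe labeling so polarization falls and inhibition rises; many of its hits are not listed in these tables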
LYPLA2 counter: counter-screen for PME1 inhibitors: inhibitors of human LYPLA2; 320,000 compounds, 0.38% hits; recombinant LYPLA2, FP-Rh probe fluorescence polarization; inhibition, % at 5.9 µM; O95372;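 active = inhibition above the screen-wide mean plus 3 SD, limit set per campaign, cut at about 26% in these data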;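 note: 0% = LYPLA2 with DMSO and 100% = wells lacking LYPLA2 enzyme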
An asterisk follows results filed as active; / = not tested or not shown.

SMILES	PAFAH1B3 inh	PAD4 inh	PAFAH1B2 inh	pPAFAH inh	GSTO1 counter	PREPL inhibitor	LYPLA1 counter	PME-1 inh	LYPLA2 counter
C/C(=N\NC(=O)Cn1nc(C)c([N+](=O)[O-])c1C)c1ccco1	-2	4	9	-3	-10	-5	0	0	7
CS(=O)(=O)c1ccccc1-c1nnc(NC(=O)c2cccc(N3C(=O)CCC3=O)c2)o1	2	-1	3	5	7	1	2	0	2
N#CC1(NC(=O)CN2C(=O)c3ccc([N+](=O)[O-])cc3C2=O)CCCCC1	3	-4	1	-1	10	4	0	1	2
CCOC(=O)c1ccc(-c2ccc(/C=C(\C#N)C(=O)NCc3cccs3)o2)cc1	0	5	0	-1	-3	-5	-1	0	-1
O=C(CSc1nc2ccccc2s1)N/N=C/c1ccccc1C(=O)O	8	-4	6	4	5	-14	-3	-14	0
Cc1cc([N+](=O)[O-])ccc1NCc1ccccc1	6	4	6	4	-7	26	-1	-7	5
CNC(=O)c1ccsc1NC(=O)C1CCN(S(=O)(=O)c2ccc(Cl)s2)CC1	5	3	27*	4	-2	5	1	9	-3
CC(/C=C/c1ccco1)=N\NC(=O)C(O)c1ccccc1 (configuration not stated)	13	-3	7	7	1	-5	-1	-2	0
CSc1ccc(CCNC(=O)CCc2nnc3ccc(N4CCCC4)nn23)cc1	4	-3	2	-1	3	16	0	3	2
Cc1ccc([N+](=O)[O-])cc1NC(=O)CSc1nnc(C)n1CC1CCCO1 (configuration not stated)	1	0	1	2	1	-2	2	0	3
O=S(Cc1ccc(Br)cc1)Cc1nnc(SCc2ccc(Br)cc2)n1-c1ccccc1 (configuration not stated)	2	-2	15	19	-2	24	0	3	8
C=CCn1c(SCC(=O)N2CCN(c3ccccc3)CC2)nc2c([nH]c3ccccc32)c1=O	6	2	3	2	0	41	-1	4	1
CCN(CC)C(=O)c1[nH]cnc1C(=O)N[C@@H](CCCCNC(=O)OC(C)(C)C)C(=O)OC(C)(C)C	9	-6	4	-3	12	20	2	-3	-3
CC(C)=CCC/C(C)=C/COc1ccc2ccc(=O)oc2c1	5	3	2	5	0	6	-1	-2	2
O=C(CN1C(=O)c2ccccc2S1(=O)=O)NCCSc1ccccc1	12	4	10	4	2	1	4	3	3
COc1c([N+](=O)[O-])cc(C(=O)NNC(=O)c2ccc(C)cc2)cc1[N+](=O)[O-]	8	4	6	3	11	7	0	2	0
CCc1ccc(-c2cc(C(=O)Nc3ccc(S(=O)(=O)NC(C)=O)cc3)c3ccccc3n2)cc1	-4	-4	-5	6	4	-6	-4	-7	4
COc1ccccc1C(=O)NCC(=O)NC(C)c1ccc(-n2ccnc2)cc1 (configuration not stated)	1	-2	5	-3	3	16	-2	1	2
Cc1ccc(N(CC(=O)NCC2CCCO2)C(=O)CCC(=O)Nc2cc(C)on2)cc1 (configuration not stated)	4	6	5	3	1	7	1	-1	5
CCOC(=O)C1(C)NC(c2cc(OC)c(OC)c(OC)c2)C2C(=O)N(CC)C(=O)C21 (configuration not stated)	-3	1	5	-2	3	-3	0	-4	0
CC1(C)C(=O)Nc2ccccc2N1C(=O)COC(=O)Cc1ccccc1F	1	3	3	1	/	11	/	/	/
Cc1nnc(SCC(=O)c2c(N)n(C3CC3)c(=O)[nH]c2=O)n1C	1	-2	7	2	/	9	/	/	/
COc1cc2cc(Oc3ccc4ccc(=O)oc4c3)c(=O)oc2cc1OC1OC(COC(=O)CC(C)(O)CC(=O)O)C(O)C(O)C1O (configuration not stated)	14	1	0	7	14	14	0	0	0
CCOCCCNS(=O)(=O)c1ccc(-n2cnnn2)c(OC)c1	-1	0	-4	-1	4	11	-2	2	1
Cc1ccc(NC(=O)CN(C)CCOc2ccccc2)c([N+](=O)[O-])c1	-8	2	5	2	6	7	0	5	3

Ordered by the number under PAD4 inh (ascending): 3 of the compounds above
molecule	PAFAH1B3 inh	PAD4 inh	PAFAH1B2 inh	pPAFAH inh	PREPL inhibitor	PME-1 inh
CCN(CC)C(=O)c1[nH]cnc1C(=O)N[C@@H](CCCCNC(=O)OC(C)(C)C)C(=O)OC(C)(C)C	9	-6	4	-3	20	-3
COc1ccccc1C(=O)NCC(=O)NC(C)c1ccc(-n2ccnc2)cc1 (configuration not stated)	1	-2	5	-3	16	1
CCOCCCNS(=O)(=O)c1ccc(-n2cnnn2)c(OC)c1	-1	0	-4	-1	11	2

(list continues)
SMILES	PAFAH1B3 inh	PAD4 inh	PAFAH1B2 inh	pPAFAH inh	GSTO1 counter	PREPL inhibitor	LYPLA1 counter	PME-1 inh	LYPLA2 counter
Nc1nc2c(F)cccc2s1	13	-5	8	-12	1	6	4	-5	-3
COc1ccc(/C(N)=N/OC(=O)c2ccc([N+](=O)[O-])c(C)c2)cc1OC	2	1	4	-5	7	5	2	4	3
O=C(COc1ccc(Br)cc1F)N1CCN(c2ncccn2)CC1	-6	2	0	3	-5	6	4	4	4
Cc1ccc(NC(=O)c2ccco2)cc1NC(=O)CSc1nnc(-c2cccs2)n1C	0	1	-4	1	-1	6	-4	3	-1
Cc1ccnc(NC(=O)CCC(=O)N(CC(=O)NCc2ccc(F)cc2)c2cccc(F)c2)c1	2	2	1	5	8	-10	-3	4	2
O=c1c2ccccc2n(CC(O)CN2CCCCC2)c2ccccc12 (configuration not stated)	/	-2	/	0	-3	-1	-3	-2	-6
CCCCn1c(=O)[nH]c(=O)c2c1ncn2Cc1ccco1	0	1	2	1	5	13	0	6	2
CCCC(=O)Nc1nc2c(c(=O)[nH]1)CCCC2	1	4	4	1	3	-3	0	2	2
CCOC(=O)c1oc2c(C)c(O)ccc2c(=O)c1-c1nncn1-c1ccccc1	7	1	1	1	0	2	-8	5	-1
Cc1cc(C(=O)Nc2c(C)nn(Cc3ccccc3Cl)c2C)no1	4	-3	3	26*	6	5	-2	0	-1
Cc1nn(-c2ccccc2)c2c1C1(C(=O)N(C)c3ccccc31)N(c1ccccc1)C(=O)N2 (configuration not stated)	0	3	2	3	3	-11	3	0	4
C=CCOc1ccccc1CN1CCC(CO)(CCOc2ccccc2)CC1	9	2	6	5	-4	-10	1	5	-1
Cc1ccc(-n2c(O)c(C=Nc3ccccc3-c3n[nH]c(=S)[nH]c3=O)c3ccccc3c2=O)c(C)c1	10	-5	10	18	6	9	15*	-9	-4
O=C(CN1CCOCC1)Nc1ccccc1NC(=O)C1CCN(c2ncccn2)CC1	6	5	-1	-1	3	-3	2	-2	-1
CCC(C)NC(=O)C1CCN(S(=O)(=O)c2ccc3[nH]c(=O)ccc3c2)CC1 (configuration not stated)	8	-9	-3	-1	0	7	2	2	-3
COC(=O)c1sc(-c2cccs2)cc1NC(=O)/C=C/C(=O)O	/	2	/	3	-14	13	0	-1	-7
O=C(NC(=S)Nc1cccnc1Cl)c1ccco1	-4	1	3	9	-16	1	-1	1	-2
COc1cccc(NS(=O)(=O)c2ccc3c(c2)N(C(C)=O)CCO3)c1	4	3	2	6	-1	2	-2	8	4
COc1ccc(C(=O)C2CCCN(C3Cc4ccccc4C3)C2)cc1OC (configuration not stated)	4	2	0	-3	0	-4	0	-1	5
COc1ccc(CCCc2nnc(SCC(=O)Nc3nc(C)cs3)n2C)cc1	8	0	6	7	6	1	0	-1	6
Cc1nc(NC(=O)c2oc3ccccc3c2C)sc1C(=O)N(C)C	13	-2	1	3	-3	7	2	0	2
O=C(OCC1COc2ccccc2O1)c1ccccc1F (configuration not stated)	4	0	-1	12	7	2	0	-4	7
O=C(Cn1c(CO)nc2ccccc21)NCCc1ccc(F)cc1	2	0	6	-8	3	8	-7	-2	-3
OCCN1CCN(Cc2nc(-c3cccc(Cl)c3)no2)CC1	5	0	2	-1	5	2	0	1	0
Cc1ccc2nc(SCC(=O)NCc3ccc(F)cc3)[nH]c2c1	8	-2	24	3	13	3	2	-4	5

An excerpt from above with just LYPLA1 counter, LYPLA2 counter and GSTO1 counter.
molecule | LYPLA1 counter | LYPLA2 counter | GSTO1 counter
Cc1nc(NC(=O)c2oc3ccccc3c2C)sc1C(=O)N(C)C | 2 | 2 | -3
O=C(OCC1COc2ccccc2O1)c1ccccc1F (configuration not stated) | 0 | 7 | 7
O=C(Cn1c(CO)nc2ccccc21)NCCc1ccc(F)cc1 | -7 | -3 | 3

Remaining list, next part
SMILES	PAFAH1B3 inh	PAD4 inh	PAFAH1B2 inh	pPAFAH inh	GSTO1 counter	PREPL inhibitor	LYPLA1 counter	PME-1 inh	LYPLA2 counter
O=C(CCCOc1ccccc1)Nc1ccc2c(c1)OCCO2	-5	0	-2	7	2	-1	0	0	-4
O=C(Cc1ccccc1)Nc1ccnn1C1CCN(Cc2nccs2)CC1	1	-3	0	6	1	5	2	-6	-1
CC(NC(=O)c1cccnc1)C(c1cccs1)N1CCOCC1 (configuration not stated)	8	1	-5	9	0	3	-2	6	3
O=C1[C@@H]2[C@@H]3C[C@@H]([C@H]4ON=C(c5ccc(Cl)cc5Cl)[C@@H]34)[C@@H]2C(=O)N1C1CCCCC1	0	-6	6	-1	-2	-1	-6	11	-8
CCOc1ccc(NC(=O)NCC2CCN(Cc3ccc(F)cc3)CC2)cc1	4	2	7	2	1	0	-3	2	-3
Nc1ccc(Oc2c(Cl)cccc2Cl)nc1	1	2	-1	6	-1	-8	3	1	8
N#Cc1ccc(C23CC4(C2)[C@H](CN(Cc2cccnc2)[C@@H]4c2ccccc2)C3c2ccccc2)cc1 (some centres not stated)	1	3	0	9	3	-43	-5	-5	1
CCOC(=O)C(Sc1nnc(-c2ccncc2)o1)C(C)=O (configuration not stated)	4	4	-1	5	-11	2	3	0	3
COc1ccccc1N1CCN(CC(=O)Nc2ccnn2C2CCCC2)CC1	-6	1	4	-1	/	8	0	-2	3
Cc1ccc(CNC(=O)C2CCC(CNc3c(N4CCOCC4)c(=O)c3=O)CC2)cc1 (configuration not stated)	4	-3	5	-2	3	3	1	1	0
CCCCCC/C(=N\NS(C)(=O)=O)c1ccccc1	9	-7	8	1	0	1	6	5	14
Cc1ccc(NC(=O)/C(=C\c2cccc(Br)c2)NC(=O)c2ccco2)cc1	1	-8	2	0	2	10	1	5	4

Record cards, as listed above. Order of values: PAFAH1B3 inh, PAD4 inh, PAFAH1B2 inh, pPAFAH inh, GSTO1 counter, PREPL inhibitor, LYPLA1 counter, PME-1 inh, LYPLA2 counter
C=CCn1c(SCC(=O)N2CCN(c3ccccc3)CC2)nc2c([nH]c3ccccc32)c1=O across the screens: 6, 2, 3, 2, 0, 41, -1, 4, 1
CCOC(=O)c1ccc(-c2ccc(/C=C(\C#N)C(=O)NCc3cccs3)o2)cc1 across the screens: 0, 5, 0, -1, -3, -5, -1, 0, -1
CNC(=O)c1ccsc1NC(=O)C1CCN(S(=O)(=O)c2ccc(Cl)s2)CC1 across the screens: 5, 3, 27*, 4, -2, 5, 1, 9, -3
Cc1nc(NC(=O)c2oc3ccccc3c2C)sc1C(=O)N(C)C across the screens: 13, -2, 1, 3, -3, 7, 2, 0, 2
O=C(CSc1nc2ccccc2s1)N/N=C/c1ccccc1C(=O)O across the screens: 8, -4, 6, 4, 5, -14, -3, -14, 0

Not all compounds are listed; count on the stated rates, not on these rows.
